PvdQ acylase: blocks Pseudomonas aeruginosa PvdQ acylase activity; purified PvdQ acylase, fluorescence plate reader; inhibition, % at 10 µM; 340,000 tested, 0.063% active; AID 488965; in the data active = inhibition above about 30%, passing the limit was not always enough;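 also: 0% = vehicle neutral wells and 100% = reference inhibitor wells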
CAL PDZ FP: human CAL PDZ-peptide interaction inhibition; AID 504414; purified CAL PDZ, TMR-peptide fluorescence polarization, 1 h; 330,000 tested, 0.02% active; inhibition, % at 20 µM; Q9HD26;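 active = highest replicate inhibition of at least 40%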;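 also: plate controls were DMSO neutral control wells for no effect and unlabeled competitor peptide control wells for full effect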
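Material – purified CerCALP PDZ construct · Detection – FP readout, S and P plane fluorescence · Measure – percent inhibition from loss of millipolarization · Controls – unlabelled peptide for full inhibition, DMSO wells as neutral · Probe or stimulus – TMR-labelled reporter peptide T*-PRC34 bound in PDZ groove · Times – 1 h at RT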
Wnt bcat act: activators of Wnt/beta-catenin signaling; Wnt/beta-catenin reporter cell assay, activator, plate reader; activation, % at 9.35 µM; 300,000 tested, 1.2% active; in the data active = activation above about 30%, passing the limit was not always enough;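 also: 0% = neutral control wells and 100% = positive control wells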
DAGLB inhibitor: blocks human DAGLB lipase activity; HEK293T DAGLB membrane lysate, EnzChek fluorogenic substrate; 340,000 tested, 0.059% active; Q8NCG7; inhibition, % at 5.17 µM; in the data active = inhibition above about 34%;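 also: 0% = enzyme with vehicle and 100% = wells lacking enzyme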
Target sequence (Q8NCG7 whole entry, looked up): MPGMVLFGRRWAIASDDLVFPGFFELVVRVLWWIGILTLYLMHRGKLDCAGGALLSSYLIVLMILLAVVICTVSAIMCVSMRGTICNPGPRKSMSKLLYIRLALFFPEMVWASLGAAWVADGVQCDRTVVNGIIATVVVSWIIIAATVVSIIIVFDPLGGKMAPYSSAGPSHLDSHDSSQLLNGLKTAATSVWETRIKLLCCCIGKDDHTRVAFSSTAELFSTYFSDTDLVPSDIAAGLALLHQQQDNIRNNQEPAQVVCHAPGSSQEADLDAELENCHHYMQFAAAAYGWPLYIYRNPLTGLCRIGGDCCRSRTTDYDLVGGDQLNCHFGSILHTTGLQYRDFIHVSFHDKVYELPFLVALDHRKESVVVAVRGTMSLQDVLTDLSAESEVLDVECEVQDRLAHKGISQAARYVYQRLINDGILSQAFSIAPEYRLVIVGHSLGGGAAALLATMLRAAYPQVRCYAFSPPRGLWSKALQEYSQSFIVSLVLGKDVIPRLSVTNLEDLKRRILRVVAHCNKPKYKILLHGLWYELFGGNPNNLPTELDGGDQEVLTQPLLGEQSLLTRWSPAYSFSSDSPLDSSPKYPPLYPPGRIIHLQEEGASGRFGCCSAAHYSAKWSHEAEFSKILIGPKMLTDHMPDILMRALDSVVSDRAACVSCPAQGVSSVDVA
phage Ecoli inh: E. coli growth loss with phage present. growth absorbance. inhibition, % at 11.9 µM. 360,000 tested, 0.26% active. AID 651602; in the data active = inhibition above about 11%
AddAB inh: less growth of phage-infected E. coli with AddAB | inhibition, % at 11.9 µM | 330,000 tested, 0.29% active | E. coli expressing H. pylori AddAB, absorbance growth; in the data active = inhibition above about 12%;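 also: 0% = vehicle wells of infected cells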
E coli growth: reduces bacterial viability in AddAB counter-screen; 330,000 tested, 0.27% active; E. coli V3065 growth, OD600 absorbance, 18 h; inhibition, % at 11.9 µM;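 active = inhibition above the campaign's mean inhibition across all tested compounds plus 3 SD, cut at about 9.9% in these data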;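 also: uninfected addAB+ strain grown without phage in ampicillin broth; 0% = DMSO wells and 100% = ciprofloxacin 0.95 µg/ml wells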
Tat export inh: inhibitors of E. coli Tat protein transport. E. coli MC4100 TorA-mCherry Tat export, fluorescence. inhibition, % at 10 µM. 340,000 tested, 0.036% active. AID 488895;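 active = mean replicate inhibition at least 50% and at least half of replicates individually reaching 50%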;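 also: exported cargo escapes ClpAP degradation while cytoplasmic cargo is degraded and loses fluorescence; 0% = median of neutral control wells and 100% = median of NaSCN control wells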
PfHsp90 set2: growth inhibition of yeast expressing Plasmodium Hsp90. AID 504621. inhibition, % at 9.4 µM. 310,000 tested, 0.32% active. S. cerevisiae expressing PfHsp90, BacTiter-Glo ATP, 48 h; yeast lacking PDR1 and PDR3 efflux regulators;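 active = every replicate shows inhibition above about 80%, whatever the replicate mean, limit read from the data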;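 also: 0% = DMSO neutral controls and 100% = 20 µM radicicol positive controls; yeast relying on Plasmodium falciparum Hsp90 in place of its own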
Rtt109 HAT inh: inhibitors of Candida albicans Rtt109/Vps75 histone acetyltransferase. AID 540336. Q5AAJ8. inhibition, % at 34.9 µM. 330,000 tested, 0.16% active. purified Rtt109/Vps75, ThioGlo CoA-SH fluorescence, 4 h;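 active = inhibition of at least 50% in every replicate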
Target sequence (Q5AAJ8 whole entry, looked up): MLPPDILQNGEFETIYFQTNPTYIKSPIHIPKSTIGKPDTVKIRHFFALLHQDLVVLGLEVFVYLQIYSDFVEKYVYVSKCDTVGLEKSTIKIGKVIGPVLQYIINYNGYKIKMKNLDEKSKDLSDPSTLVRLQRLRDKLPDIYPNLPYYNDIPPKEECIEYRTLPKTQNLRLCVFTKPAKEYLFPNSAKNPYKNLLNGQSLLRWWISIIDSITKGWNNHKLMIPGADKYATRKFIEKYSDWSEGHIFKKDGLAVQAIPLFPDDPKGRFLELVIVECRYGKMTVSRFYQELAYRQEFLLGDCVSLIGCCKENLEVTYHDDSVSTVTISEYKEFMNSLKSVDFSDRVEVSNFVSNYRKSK
* hit, by the source's call.

Screening COc1cc(/C=N\NC(=O)C2CC3C=CC2C3)ccc1O (stereo not drawn) returned PvdQ acylase -11, CAL PDZ FP 0.1, Wnt bcat act 3, DAGLB inhibitor -1, phage Ecoli inh 1.0, AddAB inh 0.7, E coli growth 1.1, Tat export inh 11, PfHsp90 set2 33 and Rtt109 HAT inh 5.
`CCCCN(CC)CCCNC(=O)c1cc2c(=O)[nH]c3ccccc3c2s1` gave PvdQ acylase -13, CAL PDZ FP -3.1, Wnt bcat act 0, DAGLB inhibitor -4, phage Ecoli inh 3.9, AddAB inh -1.5, E coli growth -1.6, Tat export inh 9, PfHsp90 set2 -15 and Rtt109 HAT inh -4.
COc1ccccc1C(=O)NCC(=O)N/N=C/c1ccncc1 was read as PvdQ acylase -9, CAL PDZ FP 0.0, Wnt bcat act 0, DAGLB inhibitor 2, phage Ecoli inh 2.9, AddAB inh 0.5, E coli growth 0.2, Tat export inh -9, PfHsp90 set2 16 and Rtt109 HAT inh 3.
For C[C@H]1COC(=O)[C@@H](Cc2ccc(F)cc2)CC/C=C\C[C@H](CC(=O)NCCO)C(=O)N1 the results were PvdQ acylase -22, CAL PDZ FP 0.4, Wnt bcat act 2, DAGLB inhibitor -1, phage Ecoli inh 3.1, AddAB inh 3.9, E coli growth 1.1, Tat export inh 1 and Rtt109 HAT inh -2.
CCOC(=O)c1c(C)[nH]c(NC(=O)Nc2ccc(NC(C)=O)cc2)c1C was read as PvdQ acylase -6, CAL PDZ FP 0.1, Wnt bcat act -1, DAGLB inhibitor 0, phage Ecoli inh 1.4, Tat export inh -2, PfHsp90 set2 -3 and Rtt109 HAT inh -5.
`O=C(NCCOC(=O)c1ccc(S(=O)(=O)N2CCOCC2)cc1)c1cccnc1` gave PvdQ acylase 4, CAL PDZ FP 0.4, Wnt bcat act -2, DAGLB inhibitor 1, phage Ecoli inh 3.9, AddAB inh 2.1, E coli growth 1.6, Tat export inh 6, PfHsp90 set2 -4 and Rtt109 HAT inh -7.
For Cc1occc1-c1nnc(SCC(=O)NCCc2ccccc2)n1C(C)c1ccccc1 (stereo not drawn) the results were PvdQ acylase -3, Wnt bcat act -2, DAGLB inhibitor 4, phage Ecoli inh 2.8, AddAB inh 0.9, E coli growth 0.4, Tat export inh -7, PfHsp90 set2 -21 and Rtt109 HAT inh 5.
COc1ccc(CN2CCC(n3nccc3NC(=O)C3CCCC3)CC2)c(OC)c1 was read as PvdQ acylase 0, CAL PDZ FP -2.4, Wnt bcat act 0, DAGLB inhibitor -3, phage Ecoli inh 2.8, AddAB inh 5.1, E coli growth 1.0, Tat export inh 4, PfHsp90 set2 3 and Rtt109 HAT inh 10.
Screening Cc1nc(CS(=O)(=O)c2ccc(Cl)cc2)sc1C(=O)O returned PvdQ acylase 3, CAL PDZ FP -0.9, Wnt bcat act -1, DAGLB inhibitor -1, phage Ecoli inh -0.7, AddAB inh 4.3, E coli growth -0.8, Tat export inh -5, PfHsp90 set2 54 and Rtt109 HAT inh -2.
COc1cc(OC)cc(C(=O)N[C@H](C(=O)Nc2ccccc2N2CCOCC2)C(C)C)c1 was read as PvdQ acylase -9, CAL PDZ FP -0.3, Wnt bcat act -2, DAGLB inhibitor 0, phage Ecoli inh 2.9, AddAB inh 0.9, E coli growth 0.0, Tat export inh 1 and Rtt109 HAT inh -2.
`N#CCCn1cc(C(=O)Nc2ccc(C(=O)O)cc2)c(-c2cccs2)n1` gave PvdQ acylase -11, CAL PDZ FP -1.2, Wnt bcat act -7, DAGLB inhibitor -1, phage Ecoli inh 5.2, AddAB inh -2.1, E coli growth 0.6, Tat export inh 1 and PfHsp90 set2 -43.
`O=C(NCCS(=O)(=O)N1CCCCC1)c1ccccc1` gave PvdQ acylase -17, CAL PDZ FP 0.0, Wnt bcat act -2, DAGLB inhibitor 0, phage Ecoli inh 2.9, AddAB inh 1.2, E coli growth 1.9, Tat export inh -7, PfHsp90 set2 -5 and Rtt109 HAT inh -2.
COCCN(C(=O)COC(=O)CCc1ccccc1)c1c(N)n(Cc2ccccc2)c(=O)[nH]c1=O was read as PvdQ acylase 4, CAL PDZ FP -2.9, Wnt bcat act -1, DAGLB inhibitor 3, phage Ecoli inh 2.5, Tat export inh 5 and Rtt109 HAT inh 17.
CCN1CCSc2ccc(C(=O)NCc3ccccc3F)cc21 was read as PvdQ acylase 12, CAL PDZ FP -1.9, Wnt bcat act 0, DAGLB inhibitor 0, phage Ecoli inh 1.8, AddAB inh 0.6, E coli growth 1.5, Tat export inh 4, PfHsp90 set2 -2 and Rtt109 HAT inh -23.
For COc1ccc(NC(=O)CC(C)n2ccnc2)cc1 (stereo not drawn) the results were PvdQ acylase -3, CAL PDZ FP 1.0, Wnt bcat act 2, DAGLB inhibitor -2, phage Ecoli inh 2.1, AddAB inh 0.8, E coli growth -0.3, Tat export inh -7 and PfHsp90 set2 -5.
Cn1nccc1/C=N\NC(=O)c1ccc(Cl)cc1 was read as PvdQ acylase -5, CAL PDZ FP -2.8, Wnt bcat act 2, DAGLB inhibitor -1, phage Ecoli inh -2.4, AddAB inh -0.4, E coli growth 1.6, Tat export inh -5, PfHsp90 set2 17 and Rtt109 HAT inh -1.
`O=C(CSc1nc2c(sc3ccccc32)c(=O)n1-c1ccccc1)NCc1ccco1` gave PvdQ acylase 4, CAL PDZ FP -3.1, Wnt bcat act -2, DAGLB inhibitor 0, phage Ecoli inh 1.2, AddAB inh 1.1, E coli growth 1.4, Tat export inh -7, PfHsp90 set2 -20 and Rtt109 HAT inh 14.
`CCN1C(=O)[C@@H]2[C@@H](c3ccc(-c4ccc(OC)cc4)cc3)N3CCC[C@@]3(C(=O)OC)[C@@H]2C1=O` gave PvdQ acylase -8, CAL PDZ FP -2.1, Wnt bcat act -6, DAGLB inhibitor 0, phage Ecoli inh 0.5, AddAB inh -0.2, E coli growth -1.5, Tat export inh 0, PfHsp90 set2 -12 and Rtt109 HAT inh 4.
Screening COC(=O)c1ccc2nc(NC(=O)C(C)(C)C)sc2c1 returned PvdQ acylase -17, CAL PDZ FP -4.3, Wnt bcat act -12, DAGLB inhibitor -1, phage Ecoli inh 2.0, AddAB inh -1.1, E coli growth 1.1, Tat export inh -7, PfHsp90 set2 38 and Rtt109 HAT inh -2.
For COc1ccc(-c2ncccc2OC(=O)C23CC4CC(CC(C4)C2)C3)cc1 the results were PvdQ acylase -9, CAL PDZ FP -0.4, Wnt bcat act 2, DAGLB inhibitor -7, phage Ecoli inh 1.5, AddAB inh 2.8, E coli growth -0.1, Tat export inh 15, PfHsp90 set2 -10 and Rtt109 HAT inh 2.
For Cc1ccc(C)c(Cc2c(C)nc(C)[nH]c2=O)c1 the results were PvdQ acylase -9, CAL PDZ FP -0.1, Wnt bcat act -2, DAGLB inhibitor 1, phage Ecoli inh 1.5, AddAB inh 1.9, E coli growth 0.1, Tat export inh -6, PfHsp90 set2 -7 and Rtt109 HAT inh 1.
For CC1CCN(C(=O)c2cc3nc(-c4ccccc4)cc(-c4ccccc4)n3n2)CC1 the results were PvdQ acylase -15, CAL PDZ FP -0.9, Wnt bcat act -3, DAGLB inhibitor -8, phage Ecoli inh 1.6, AddAB inh -0.3, E coli growth -0.3, Tat export inh 11, PfHsp90 set2 -10 and Rtt109 HAT inh -21.
Screening COc1ccc(NC(=O)C/C(C)=N/NC(=O)CCc2ccccc2)c(OC)c1 returned PvdQ acylase 2, CAL PDZ FP -1.1, Wnt bcat act -1, DAGLB inhibitor -3, phage Ecoli inh 1.7, AddAB inh 3.7, E coli growth -0.8, Tat export inh -1, PfHsp90 set2 2 and Rtt109 HAT inh 11.
`COc1ccc(Cl)cc1NC(=O)CN(C)S(=O)(=O)c1cccs1` gave PvdQ acylase -15, CAL PDZ FP -2.3, Wnt bcat act 1, DAGLB inhibitor -2, phage Ecoli inh 3.2, AddAB inh 1.7, E coli growth -0.4, Tat export inh 1, PfHsp90 set2 -11 and Rtt109 HAT inh -9.
`N#CC1=C(N)N(c2ccc(F)cc2)C(=O)C1` gave PvdQ acylase -5, CAL PDZ FP 0.0, Wnt bcat act -1, DAGLB inhibitor 6, phage Ecoli inh 1.2, AddAB inh 0.3, E coli growth -3.2, Tat export inh -6, PfHsp90 set2 -11 and Rtt109 HAT inh -15.
Screening CNCCOc1ccccc1OC(C)C returned PvdQ acylase 3, CAL PDZ FP 0.8, Wnt bcat act 0, DAGLB inhibitor -4, phage Ecoli inh 3.8, AddAB inh 2.6, E coli growth -1.3, Tat export inh 2, PfHsp90 set2 9 and Rtt109 HAT inh 11.
For Cc1cc(C)n(-c2nc3ccccc3c(=O)n2OCCOc2ccccc2)n1 the results were PvdQ acylase -12, CAL PDZ FP -0.2, DAGLB inhibitor -7, phage Ecoli inh 2.8, AddAB inh 0.5, E coli growth -2.5, Tat export inh 4, PfHsp90 set2 60 and Rtt109 HAT inh -10.
Screening CC(C)(C)n1nnnc1C(c1ccc(Cl)cc1)N1CCSCC1 (stereo not drawn) returned PvdQ acylase -22, CAL PDZ FP 0.1, DAGLB inhibitor -1, phage Ecoli inh 2.2, AddAB inh -2.4, E coli growth 2.4, Tat export inh 6, PfHsp90 set2 7 and Rtt109 HAT inh 0.
For COC(=O)[C@]1(C)N[C@H](CN(C)C(C)=O)[C@@H]2C(=O)N(C)C(=O)[C@@H]21 the results were PvdQ acylase 4, CAL PDZ FP -0.2, Wnt bcat act -2, DAGLB inhibitor -2, phage Ecoli inh 3.6, AddAB inh 1.9, E coli growth -2.7, Tat export inh -1, PfHsp90 set2 4 and Rtt109 HAT inh -15.
Screening CC(C)CCOCC1CC2(CC(C)(c3csc(N)n3)OC2=O)C(=O)O1 (stereo not drawn) returned PvdQ acylase -17, CAL PDZ FP -0.1, Wnt bcat act -1, DAGLB inhibitor -1, phage Ecoli inh 0.6, AddAB inh -0.1, E coli growth -2.0, Tat export inh -2, PfHsp90 set2 19 and Rtt109 HAT inh -6.
`CC(C)(NC(=O)N1CCOCC1)c1cccc(C(C)(C)NC(=O)N2CCOCC2)c1` gave PvdQ acylase -9, CAL PDZ FP -1.9, DAGLB inhibitor -2, phage Ecoli inh 3.1, AddAB inh -0.6, E coli growth -4.1, Tat export inh 2, PfHsp90 set2 -13 and Rtt109 HAT inh 0.
Screening Cn1cc(C(=O)N/N=C/C2=C(N3CCOCC3)C(=C/c3ccc([N+](=O)[O-])cc3)/CC2)ccc1=O returned PvdQ acylase 0, CAL PDZ FP -1.9, Wnt bcat act -1, DAGLB inhibitor 4, phage Ecoli inh -2.5, AddAB inh -0.7, E coli growth 0.1, Tat export inh 5 and PfHsp90 set2 -8.

Three entries picked at random from those above, as already listed:
Screening Cn1cc(C(=O)N/N=C/C2=C(N3CCOCC3)C(=C/c3ccc([N+](=O)[O-])cc3)/CC2)ccc1=O returned PvdQ acylase 0, CAL PDZ FP -1.9, Wnt bcat act -1, DAGLB inhibitor 4, phage Ecoli inh -2.5, AddAB inh -0.7, E coli growth 0.1, Tat export inh 5 and PfHsp90 set2 -8.
Cn1nccc1/C=N\NC(=O)c1ccc(Cl)cc1 was read as PvdQ acylase -5, CAL PDZ FP -2.8, Wnt bcat act 2, DAGLB inhibitor -1, phage Ecoli inh -2.4, AddAB inh -0.4, E coli growth 1.6, Tat export inh -5, PfHsp90 set2 17 and Rtt109 HAT inh -1.
`CCN1C(=O)[C@@H]2[C@@H](c3ccc(-c4ccc(OC)cc4)cc3)N3CCC[C@@]3(C(=O)OC)[C@@H]2C1=O` gave PvdQ acylase -8, CAL PDZ FP -2.1, Wnt bcat act -6, DAGLB inhibitor 0, phage Ecoli inh 0.5, AddAB inh -0.2, E coli growth -1.5, Tat export inh 0, PfHsp90 set2 -12 and Rtt109 HAT inh 4.
